Screening data (PubChem)
uPA generation – blocks generation of uPA at the cell surface. cell surface uPA generation assay, qHTS. Potency, µM (titrated, usually from 38.3 µM), inactives show top-dose activity change, negative = inhibition, actives largely listed as inhibitors. 330,000 tested, 0.31% active. AID 540303; active = well fitted inhibition curve with a large enough effect; inconclusive = small, poorly fitted or top-dose-only effect; inactive = no such curve, though single readings can be large or run the other way; tested in mouse RAW 264.7 cells; also: % is scaled to controls: 0 for no effect and ±100 for the full control effect; nearly all actives have a fitted effect of over 55% in size
ELG1 genotox – genotoxicity induction in ELG1-luciferase HEK293T cells; HEK293T ELG1-luciferase reporter, luminescence, 16 h; Potency, µM (series often up to 46 µM), without a hit: top-dose activity change, positive = activation, most hits filed as activators; 330,000 tested, 1.3% active; also: % of control where 0% means no effect; nearly all actives have a fitted effect of over 60% in size
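After overnight (16 hr) compound treatment at 37 °C, ELG1-luciferase HEK293T cells were lysed with ONE-Glo; luminescence quantified 30 min later at room temperature.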
VP16 counter – inhibits Gal4-VP16 luciferase reporter, ROR gamma counter-screen; Drosophila S2 Gal4-VP16 UAS-luciferase, luminescence, 20 h; Potency, µM (highest dose often 53.6 µM), inactives show at the highest dose activity, negative = inhibition, most hits filed as inhibitors; 310,000 tested, 3.5% active; AID 2546;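 also: Gal4-VP16 expression switched on by copper sulfate through the metallothionein promoter; % is scaled to controls: 0 for no effect and ±100 for the full control effect; nearly all actives have a fitted effect of over 50% in size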
Rab9 prom act – activators of Rab9 promoter; Huh7 Rab9 promoter-luciferase reporter, luminescence, 24 h; Potency, µM (doses to about 9.22 µM), for the others: at the highest dose activation, negative = inhibition, actives largely listed as activators; 320,000 tested, 2.8% active; AID 485297; also: % of control where 0% means no effect; nearly all actives have a fitted effect of over 60% in size
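Rab9 promoter-driven luciferase in stably transfected Huh7 cells; 1500 cells/well rested 2 h, exposed to compound in DMSO for 24 h at 37 °C, 5% CO2. Luminescence read 10 min after adding luciferase reagent at ambient temperature.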
FLuc counter – counter-screen for miR-21 project: firefly luciferase inhibitors or activators; purified FLuc, Km substrates, luminescence inhibition; Potency, µM (doses to about 57.5 µM), for inactives: at the top dose activity change, negative = inhibition, hits mostly inhibitors; 360,000 tested, 6.9% active; AID 588342;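 also: plate controls were vehicle for no effect and reference inhibitor for full effect; nearly all actives have a fitted effect of over 55% in size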
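Purified P. pyralis luciferase (10nM final) with 10uM D-luciferin and 10uM ATP (Km levels) in 50mM Tris acetate pH 7.5, 10mM Mg acetate, 0.01% Tween-20, 0.05% BSA; qHTS 6-point titration, ~60 µM downward; luminescence read.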
BRCA1 expr up – BRCA1 expression activation; Potency, µM (titrated, usually from 46.1 µM), inactives show top-dose activation, hits mostly activators; 380,000 tested, 1.1% active; MCF7-BRCA1-FFLuc reporter, luminescence, 48 h; response scale: scaled: vehicle 0%, 10 µM genistein 100%; also: nearly all actives have a fitted effect of over 80% in size; some results filed as inactive show a strong effect at the top dose
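Activators of BRCA1 expression were detected as increased firefly luciferase luminescence in engineered MCF7 cells after 48 h compound incubation. Signals were scaled to genistein 10 microM as full activation.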
MBNL1 CUG block – inhibitors of human MBNL1 binding to CUG repeat RNA; Q9NR56; AID 2675; TR-FRET MBNL1-His/biotin-(CUG)12 binding, 665/545 ratio; 280,000 tested, 0.036% active; Potency, µM (doses to about 57.5 µM), for the others: top-dose activity change, negative = inhibition, actives largely listed as inhibitors; active = well fitted inhibition curve with a large enough effect in the signal ratio, with a control signal flat, not every such curve was filed as active; inconclusive = small, poorly fitted or top-dose-only effect, or effect the other way, or a change in a side signal; inactive = no such curve, though single readings can be large or run the other way; the % refers to the signal ratio; also: % is scaled to controls: 0 for no effect and ±100 for the full control effect
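Inhibition of protein-RNA binding appears as loss of TR-FRET between terbium anti-His antibody on MBNL1-His and streptavidin-XL665 on biotin-(CUG)12. Activity is normalized to buffer-only and uninhibited-complex controls.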
RORg inh – blocks mouse ROR gamma transcriptional activity. Potency, µM (top dose mostly 53.6 µM), for inactives: at the highest dose activity change, negative = inhibition, most hits filed as inhibitors. Drosophila S2 Gal4-RORgamma UAS-luciferase reporter, 20 h. 310,000 tested, 5.4% active. AID 2551; also: % is scaled to controls: 0 for no effect and ±100 for the full control effect; nearly all actives have a fitted effect of over 60% in size
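Drosophila Schneider cells stably carrying a metallothionein-driven Gal4 DBD–ROR gamma fusion and a UAS-Photinus luciferase reporter were exposed to compound for 1 hr, then induced with copper sulfate (700 uM final) for 20 hr at ambient temperature before luminescence reading.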
NPC1 promoter act – activators of NPC1 promoter | AID 485313 | Potency, µM (top dose mostly 9.22 µM), inactives show top-dose activation, usual class: activators | Huh7 NPC1 promoter luciferase reporter, 24 h | 320,000 tested, 2.4% active;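 also: % of control where 0% means no effect; nearly all actives have a fitted effect of over 60% in size; reporter is driven by a mutant NPC1 promoter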
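Stably transfected Huh7 (NPC1 promoter→luciferase), 1500 cells/well in Opti-MEM + 10% FBS, 2 h settle, then compound 24 h at 37 °C. Luminescence after 10 min with Amplite reagent.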
p53 reactivator – re-activators of mutant p53; 320,000 tested, 0.063% active; H1299 p53-A138V BP100-luciferase reporter, luminescence, 24 h; AID 504706; Potency, µM (top dose mostly 92.2 µM), inactives show at the highest dose activity change, positive = activation, actives largely listed as activators; also: % of control where 0% means no effect; nearly all actives have a fitted effect of over 45% in size
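H1299 (p53-null), stable ts p53-A138V + BP100-Luc; 1000 cells/well, Opti-MEM/10% FBS; cpd 4 pt, 1:5; 24 h, 37 deg C, 5% CO2; detection reagent 10 min RT; luminescence.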
MLL CXXC-DNA inh – inhibitors of human MLL CXXC domain-DNA interaction | Q03164 | MLL-CXXC / FITC-HOXA9 DNA fluorescence polarization | Potency, µM (highest dose often 115 µM), inactives show at the top dose activity change, negative = inhibition, usual class: inhibitors | 290,000 tested, 0.037% active; active = well fitted inhibition curve with a large enough effect in the polarisation, with a control signal flat, not every such curve was filed as active; inconclusive = small, poorly fitted or top-dose-only effect, or effect the other way, or a change in a side signal; inactive = no such curve, though single readings can be large or run the other way; the % refers to the polarisation
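Fluorescence polarization: 7 uM MLL-CXXC (stock) preincubated 5 min with compounds, then 50 nM fluorescein-HOX-A9 DNA (stock) added; 30 min ambient. Buffer 50 mM Tris-HCl pH 7.5, 50 mM NaCl, 1 mM DTT, 0.05% BSA.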
The depositor's hits bear a star; u = inconclusive; x = not tested or not shown; [ ] = another dose, or the depositor's remark. Unless noted, calls follow the shape of the dose curve; as a rule, active = well fitted curve in the direction sought with a large enough effect; inconclusive = small, poorly fitted or top-dose-only effect, or another doubt; inactive = no such curve, though single readings can be large; an effect the other way counts as inactive or inconclusive. Potency is read from the fitted curve at half-maximal effect.

SMILES | uPA generation | ELG1 genotox | VP16 counter | Rab9 prom act | FLuc counter | BRCA1 expr up | MBNL1 CUG block | RORg inh | NPC1 promoter act | p53 reactivator | MLL CXXC-DNA inh
COc1cccc2c1OCC(CN1CCN(C3CCCCC3)C(CCO)C1)=C2 (stereo not drawn) | 0.0% | -2.0% | 3.3% | 11.2% | -2.5% | -0.5% | -5.9% | -15.0% | -2.2% | -0.7% | -2.3%
O=C(Cc1ccc(F)cc1)N/N=C/c1ccncc1 | 2.6% | 0.8% | -7.3% | 1.8% | 1.3% | 1.7% | 15.9% | -3.5% | 1.0% | 3.2% | 1.7%
CCCCCCCC(=O)NN1CCOCC1 | 3.2% | 3.2% | -1.2% | 4.4% | 0.6% | 3.7% | -4.1% | 14.1% | 5.0% | 1.4% | 0.1%
O=C1CCCN1c1ccc(S(=O)(=O)Nc2ccc3c(c2)OCCO3)cc1 | u | 17.6% | u | -23.1% | 4.6% | -85.9% | -2.9% | 7.2% | -23.2% | -15.2% | 3.4%
COc1ccc(NC(=O)CN2CCC(C)CC2)c([N+](=O)[O-])c1 | -9.2% | 16.4µM* | 22.2% | 5.1% | u | 62.5% | u | 70.0% | 13.0% | u | -2.9%
COc1ccc(C2CC(c3cccs3)=NN2C(=O)CSc2nc3c(cnn3-c3ccccc3)c(=O)[nH]2)cc1 (stereo not drawn) | -3.2% | -2.3% | -21.7% | -2.2% | u | 24.4% | 0.3% | u | -6.5% | 4.3% | 18.8%
c1ccc2nc(-c3ccc(-n4ccnc4)cc3)ccc2c1 | 3.8% | 2.59µM* | -8.1% | 0.631µM* | 3.38µM* | 40.4% | 13.7% | u | 1µM* | u | 12.2%
O=C(NCCNc1ccc([N+](=O)[O-])cc1)c1ccco1 | 2.0% | 2.1% | -11.4% | 5.8% | -11.2% | 23.1% | u | 3.6% | 0.7% | -1.1% | 4.0%
Cn1nc(-c2ccccc2)cc1NS(=O)(=O)c1ccccc1 | 0.9% | -0.1% | 0.6% | -1.5% | 1.1% | -16.6% | -4.4% | 1.0% | 2.4% | 0.4% | -5.9%
CCOC(=O)Cc1csc(NC(=S)NC(=O)c2ccccc2Br)n1 | -1.0% | 3.6% | 3.98µM* | -2.1% | 21.3µM* | 1.5% | u | 5.62µM* | -3.9% | 9.7% | 6.7%
O=C(NC1CCCCC1)c1ccc(S(=O)(=O)NCc2cccnc2)cc1 | 7.5% | -6.4% | 2.5% | 4.9% | 0.5% | -31.8% | 10.4% | 10.2% | -3.6% | -1.0% | -1.7%
COCCNC(=O)CN1CCC(NC(=O)Nc2ccccc2)CC1 | 0.4% | 2.5% | -15.8% | 3.4% | -2.5% | 3.2%[1.84 µM] | 7.1% | 0.1% | -3.6% | 0.9% | 1.5%
COc1ccc(C(=O)C2CCCN(C3Cc4ccccc4C3)C2)c(OC)c1 (stereo not drawn) | 9.3% | 24.3% | -1.6% | u | 26.9µM* | -9.2% | -1.1% | -22.7% | 29.7% | 6.0% | 1.4%
COc1ccc2cnn(-c3ccccc3)c(=O)c2c1OC | -4.1% | u | 11.1% | 1.1% | u | 38.8% | -7.1% | 30.4% | -5.1% | u | -7.2%
CCOC(=O)CS(=O)(=O)c1ccc2ccccc2c1 | 3.5% | 1.0% | 16.0% | -4.0%[1.84 µM] | -12.9% | 0.8% | 6.0% | 23.9% | -3.0% | 16.1% | -1.5%
O=C(c1ccc(CN2CCc3ccccc3C2)cc1)N1CCCCC1 | 5.3% | 1.0% | 1.6% | -6.3% | -1.1% | -29.0% | 4.3% | 13.4% | 4.6% | -0.3% | -3.0%
COCCOC(=O)C1=C(C)NC(=O)NC1c1c(F)cccc1Cl (stereo not drawn) | 11.6% | -0.6% | -4.0% | 3.1% | 0.4% | 13.4% | -4.0% | -0.9% | -2.5% | -3.5% | 17.4%
O=C(COC(=O)/C=C/c1ccc(F)cc1)NCc1cccs1 | 13.5% | -1.1% | x | -3.5% | 4.5% | -0.3% | x | x | 0.3% | 9.2% | x
COc1ccc(NC(=O)COC(=O)Cc2c[nH]c3ccccc23)cc1OC | -0.5% | 1.6% | -3.4% | 8.1% | -11.1% | -7.1% | -5.4% | 3.5% | -1.7% | -2.0% | 1.7%
Cc1ccccc1-c1nc(CS(=O)(=O)CC(=O)NCc2ccccc2)c(C)o1 | 20.1% | -14.1% | -11.7% | -1.2% | -1.1% | -13.3% | 4.3% | u | 1.3% | -4.7% | -2.2%
Cc1cccc(-n2ncc3c(NCCCn4ccnc4)ncnc32)c1 | -4.1% | u | 4.7% | u | u | 61.0% | -21.7% | 43.7% | 27.0% | u | 8.9%
COc1ccc(C(=O)NCc2ccon2)cc1OC1CCN(C(C)C)CC1 | -11.0% | 3.7% | -10.0% | -1.3% | 2.6% | -10.4% | -1.8% | -5.6% | -0.1% | 3.2% | -0.9%
O=C(NCc1ccco1)c1cc(-c2cccs2)nc2ccccc12 | -4.6% | -3.1% | -3.5% | 12.0% | -15.3% | -26.4% | 26.5% | 35.2% | -2.9% | -12.0% | -6.4%
CC1(C)Cc2c(C#N)c(SCC(=O)c3ccccc3)nc(N3CCOCC3)c2CO1 | -4.7% | -8.5% | 4.3% | 1.5% | -17.9% | -67.8% | u | -2.8% | 1.8% | 5.9% | -6.2%
CCOc1ccccc1CN1CCN(Cc2ccc(C)o2)C(CCO)C1 (stereo not drawn) | 0.7% | -5.1% | 2.5% | 2.7% | -3.7% | -5.2% | 4.8% | -1.8% | 0.3% | -2.3% | -2.2%
C[C@]12C=CC(=O)C=C1CC[C@@H]1[C@@H]2[C@@H](O)C[C@@]2(C)[C@H]1CC[C@]2(O)C(=O)COC(=O)CCC(=O)NCCc1ccc(O)cc1 | -0.7% | 11.5% | 14.5% | 3.3% | -2.1% | 2.7% | -1.8% | 18.8% | 2.3% | 7.0% | 9.9%
CCC(NC(=O)c1ccncc1)c1ccccc1 (stereo not drawn) | 5.5% | -4.1% | x | 7.6% | -0.4% | 20.9% | -0.9% | x | 0.3% | x | 5.7%
Cc1cc2c(o1)CC(C)(C)CC2=O | -0.1% | 0.0% | 1.6% | 7.1% | -1.8% | 10.3% | -2.5% | 9.4% | -3.4% | 0.1% | -3.4%
CC(=O)n1cc([C@@H]2C=C(C(=O)O)O[C@H](OCc3ccc(CO)cc3)C2)c2ccccc21 | -4.5% | 6.6% | -1.6% | -5.9% | 0.4% | -9.7% | 4.7% | -9.8% | -1.5% | -2.1% | u
Cc1ccc(N(C(=O)c2snc(C(N)=O)c2N)C(C(=O)NC2CCCC2)c2ccncc2)cc1 (stereo not drawn) | 5.9% | -0.5% | -4.0% | 0.6% | 0.5% | -15.6% | 17.8% | u | 0.0% | 6.1% | 6.4%
COc1ccccc1-n1cnc2c(c1=O)c1nc3ccccc3nc1n2CCc1ccccc1 | 0.7% | 5.1% | -3.0% | -3.8% | 6.3% | -1.9% | -13.9% | 6.5% | -6.7% | 1.1% | 25.8%
O=C(COC(=O)CCCOc1ccc(Cl)cc1Cl)NCc1ccccc1 | 4.9% | 1.0% | -8.4% | -12.3% | u | 6.9% | -22.6% | 0.9% | -2.6% | -10.0% | -0.4%
COc1ccc(C(=O)N2CCOC2CNC(=O)C(=O)NCc2ccc(F)cc2)cc1 (stereo not drawn) | 0.5% | 3.0% | -4.6% | 8.0% | 3.2% | -15.7% | -1.2% | 21.3% | -0.7% | 7.8% | 6.4%
CCn1c(O)c(C=C2N=c3ccccc3=N2)sc1=S | 4.3% | -0.4% | 3.2% | 0.6% | 1.5% | -44.5% | 1.0% | 3.1% | -1.5% | 9.6% | 2.5%
CCOC(=O)CNc1ccc2c(c1)OCO2 | 1.9% | 7.7% | 4.3% | -0.7% | -15.8% | -1.7% | u | 0.4% | -2.0% | -1.4% | 3.5%
C=CCn1c(COc2ccc3c(c2)CCCC3)nnc1SCC(=O)Nc1cccc(SC)c1 | x | -8.0% | -4.0% | 8.2% | 13.5µM* | 9.3% | -7.4% | 35.1% | 11.5% | 20.1% | 6.1%

Only part of the results is shown; count on the stated rates, not on these rows.
